PAFAH1B2 FP inh – PAFAH1B2 (human) inhibition | 1.2% of 340,000 active | recombinant PAFAH1B2, FP-rhodamine activity probe, fluorescence polarization | P68402 | inhibition, % at 3.39 µM;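 active means inhibition above the mean of all tested compounds plus 3 SD, cut at about 24% in these data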;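 further: 0% = enzyme with DMSO and 100% = wells lacking PAFAH1B2; many of its hits are not listed in these tables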
PAFAH2 inh – PAFAH2 (human) inhibition | Q99487 | recombinant PAFAH2, FP-rhodamine activity probe, fluorescence polarization | inhibition, % at 3.39 µM | 0.99% of 340,000 active | AID 492956;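 active means inhibition above the mean over all tested compounds plus 3 SD, cut at about 30% in these data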;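 further: inhibitors block probe labeling of enzyme so polarization drops; 0% = enzyme with DMSO and 100% = wells lacking PAFAH2 protein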
ZTA DNA inh – ZTA (EBV) inhibition in EBNA-1 counter-screen | P03206 | ZTA-DNA binding, fluorescence polarization | inhibition, % at 11 µM | 0.15% of 320,000 active | AID 2234; in the data active means inhibition above about 33%
PAFAH1B3 FP inh – PAFAH1B3 (human) inhibition; Q15102; recombinant PAFAH1B3, FP-rhodamine probe, fluorescence polarization; inhibition, % at 3.39 µM; 0.28% of 340,000 active;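 active means inhibition above the screen-wide average of all tested compounds plus 3 SD, cut at about 25% in these data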;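 further: 0% = enzyme with DMSO only and 100% = wells lacking PAFAH1B3 protein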
PREPL inhibitor – inhibitors of human prolyl oligopeptidase-like enzyme PREPL; inhibition, % at 5.96 µM; 0.68% of 320,000 active; recombinant PREPL, fluorescence polarization activity-based probe; Q4J6C6; AID 2751; in the data active means inhibition above about 43%;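 further: 0% = enzyme with DMSO and 100% = wells lacking enzyme; many of its hits are not listed in these tables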
EBNA-1 inh – blocks EBNA-1 binding to DNA. inhibition, % at 14.8 µM. 0.34% of 300,000 active. AID 1950. EBNA-1 DNA binding, fluorescence polarization; in the data active means inhibition above about 28%
LYPLA2 inh – blocks human lysophospholipase 2, a PME1 counter-screen; O95372; recombinant LYPLA2, FP-Rh probe fluorescence polarization; inhibition, % at 5.9 µM; 0.38% of 320,000 active; AID 2177;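 active means inhibition above the screen-wide mean plus 3 SD, limit set per campaign, cut at about 26% in these data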;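 further: 0% = LYPLA2 with DMSO and 100% = wells lacking LYPLA2 enzyme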
Target sequence (O95372 whole entry, looked up): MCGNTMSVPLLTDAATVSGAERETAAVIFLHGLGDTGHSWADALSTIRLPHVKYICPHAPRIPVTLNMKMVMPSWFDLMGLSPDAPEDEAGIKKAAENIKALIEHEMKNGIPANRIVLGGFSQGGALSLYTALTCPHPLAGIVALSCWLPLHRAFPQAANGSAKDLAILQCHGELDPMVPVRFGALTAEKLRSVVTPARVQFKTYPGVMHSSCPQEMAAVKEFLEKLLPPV
LYPLA1 counter – counter-screen for PME1 inhibitors: inhibitors of human LYPLA1; O75608; AID 2174; recombinant LYPLA1, FP-Rh probe fluorescence polarization; inhibition, % at 5.9 µM; 0.16% of 320,000 active;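 active means inhibition above the mean of all tested compounds plus 3 SD, set per campaign, cut at about 14% in these data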;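 further: inhibitors block serine hydrolase probe labeling of LYPLA1 so polarization falls; 0% = enzyme with DMSO and 100% = wells lacking LYPLA1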
Target sequence (O75608 whole entry, looked up): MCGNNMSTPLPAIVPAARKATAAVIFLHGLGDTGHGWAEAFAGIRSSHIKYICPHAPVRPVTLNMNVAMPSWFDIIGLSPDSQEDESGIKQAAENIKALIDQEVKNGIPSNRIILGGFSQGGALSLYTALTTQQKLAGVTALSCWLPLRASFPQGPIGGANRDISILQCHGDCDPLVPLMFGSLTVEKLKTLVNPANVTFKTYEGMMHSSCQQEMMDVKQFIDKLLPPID
pPAFAH inh – inhibitors of human plasma PAF acetylhydrolase (pPAFAH); 1.5% of 330,000 active; recombinant pPAFAH, FP-rhodamine probe fluorescence polarization; inhibition, % at 3.39 µM; AID 463082;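 active means inhibition above the mean inhibition across the screen plus 3 SD, cut at about 25% in these data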;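 further: inhibitors block binding of the rhodamine activity-based probe so polarization drops; 0% = enzyme with DMSO and 100% = wells lacking pPAFAH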
Target sequence (Q13093 whole entry, looked up): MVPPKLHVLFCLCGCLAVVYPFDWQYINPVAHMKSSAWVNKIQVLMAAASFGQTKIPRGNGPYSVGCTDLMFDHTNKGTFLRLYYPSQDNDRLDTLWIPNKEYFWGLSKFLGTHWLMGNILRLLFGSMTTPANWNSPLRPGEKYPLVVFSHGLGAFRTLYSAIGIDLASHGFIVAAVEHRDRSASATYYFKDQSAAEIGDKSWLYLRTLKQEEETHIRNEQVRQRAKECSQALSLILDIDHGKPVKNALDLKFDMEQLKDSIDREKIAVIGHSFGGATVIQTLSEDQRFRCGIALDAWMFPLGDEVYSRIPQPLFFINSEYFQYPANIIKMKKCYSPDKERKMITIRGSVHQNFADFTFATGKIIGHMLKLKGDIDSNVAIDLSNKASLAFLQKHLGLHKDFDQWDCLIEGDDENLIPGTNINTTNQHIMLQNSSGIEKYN
* hit, by the source's call; / = not tested or not shown.

canonical_smiles	PAFAH1B2 FP inh	PAFAH2 inh	ZTA DNA inh	PAFAH1B3 FP inh	PREPL inhibitor	EBNA-1 inh	LYPLA2 inh	LYPLA1 counter	pPAFAH inh
Cc1ccc(NC(=O)C2CCCN(S(=O)(=O)c3ccc4c(c3)oc(=O)n4C)C2)nc1 (stereo not given)	1	5	5	10	4	6	-5	-3	-1
CSC(=S)N/N=C/c1ccc(N(C)C)cc1	3	4	-11	0	22	3	2	-2	7
Cc1ccc(N2CCN(S(=O)(=O)c3ccc(C)cc3)CC2)cc1	4	2	-6	2	6	3	-1	1	7
COc1ccc(CCN(C(=O)Cn2nnc3ccccc32)C(C(=O)NCC2CCCO2)c2ccncc2)cc1OC (stereo not given)	3	-4	8	11	0	4	2	-6	3
O=Nc1onc(-c2ccc([N+](=O)[O-])cc2)c1NO	4	0	-4	5	14	-10	1	2	0
CC(=O)Nc1cc(C(=O)c2ccccc2)ccc1N1CCOCC1	2	6	-13	0	5	-8	5	5	0
CC(C(=O)N1CCN(c2ccccc2)CC1)N1C(=O)C2CC=CCC2C1=O (stereo not given)	8	-5	9	2	3	1	3	0	3
COc1ccc(C2CC(c3ccccc3)=NN2C(=O)COC(=O)c2cccnc2Cl)cc1 (stereo not given)	3	2	-2	-1	5	-4	-6	-7	-6
CCn1c(CSCc2ccc(Cl)cc2)nnc1SCC(=O)Nc1cccc(C(=O)O)c1	22	9	13	-4	3	2	7	-3	6
Cc1ccc(-c2nc(CNC(=O)c3cc(C)on3)cs2)cc1	-1	-1	-18	-3	-11	-11	0	0	1
COc1ccc(-c2nnn(CC(=O)c3ccccc3)n2)cc1OC	2	-2	-17	-1	-5	-14	6	1	1
COc1cc2[nH]c(=S)nc(NCCCOC(C)C)c2cc1OC	4	11	-4	7	15	-9	0	2	6
COc1ccccc1NC(=O)N1CCC(c2nc3ccccc3o2)CC1	3	-3	10	0	8	-7	-2	-10	0
Cc1cccc(Nc2nc(N)c([N+](=O)[O-])c(N3CCCC(C)C3)n2)c1 (stereo not given)	1	5	-26	2	8	-12	-1	0	7
O=C(COc1ccccc1)N(Cc1cccc(F)c1)C1CCS(=O)(=O)C1 (stereo not given)	8	8	-1	1	-11	-5	-6	-1	2
CC1CCCN(C(=S)Nc2ccc(S(=O)(=O)N3CCCCC3)cc2)C1 (stereo not given)	10	-1	5	1	-2	-7	-5	-3	0
CC(OC(=O)c1ccc2ncsc2c1)C(=O)NC1CCCCC1C (stereo not given)	10	5	-18	4	7	-3	6	4	-1
Cc1nn(CC#N)c(=O)n1-c1cccc(F)c1	4	-2	-1	6	-9	-9	-3	1	-2
Cc1ccnc(SCC(=O)O)n1	2	-3	-6	2	2	-2	2	1	3
COc1ccc(Cl)cc1S(=O)(=O)N1CCC(C(=O)NC2CC2)CC1	-6	-3	-6	-5	9	7	-2	-1	0
Cc1sc(NC(=S)NC(=O)c2cccs2)nc1-c1ccc(CC(C)C)cc1	-1	-6	-4	-1	-5	1	-7	-1	6
COc1cccc(/C=C2\SC(=S)N(CCC(=O)N3CCCCC3CCO)C2=O)c1 (stereo not given)	3	1	2	9	33	-20	-6	-4	3
Cc1oc(S(=O)(=O)N2CCCC2)cc1C(=O)Nc1ccccc1	-1	3	0	-2	5	4	3	1	4
Cc1cc(C(=O)OC(C)C(=O)NC2CCCCC2C)c(C)o1 (stereo not given)	4	4	-3	3	1	0	-3	1	3
COc1ccc(-c2csc(N3CCN(C(=O)c4ccccc4)CC3)n2)cc1	-1	-1	12	2	15	8	8	0	8
CCOC(=O)c1ccc(NC(=O)NC2CC3CCC(C2)N3Cc2nnnn2Cc2ccco2)cc1 (stereo not given)	-4	-7	-4	7	-6	-3	6	-2	3
O=C(Nc1ccc(S(=O)(=O)N2CCCCC2)cc1)c1ccc(F)cc1	3	-14	4	2	-5	1	-5	-3	3
CN(CC(=O)Nc1cccc(F)c1)C(=O)CC1CCCCC1	-2	-2	18	0	8	-2	3	0	3
CCn1cc(C(=O)NC(=S)Nc2cccc(O)c2)cn1	3	-1	-9	3	13	4	-4	-4	10
CC(C)(C)OC(=O)NCCCCCNC(=O)c1nc[nH]c1C(=O)NCc1ccccc1	2	4	-3	-3	8	/	0	2	5
CSc1ccc(/C=C/C(=O)OCC(=O)NC(C)C)cc1	/	/	-4	/	7	-5	-6	-2	5
Cc1ccccc1CN(c1ccc(C(=O)Nc2cccnc2)cc1)S(C)(=O)=O	5	7	-5	9	17	4	11	-1	-1
CCN1CCCC(OC(=O)c2cc(-c3ccc(C)cc3)nc3ccccc23)C1 (stereo not given)	-2	5	-11	-2	24	-12	-3	0	-1
O=C(c1ccc2c(c1)C(=O)N(c1ccc(Cl)cc1)C2=O)N1CCN(c2ccccn2)CC1	-5	-33	-2	-16	4	2	-6	-1	-1
Cc1cccc(Nc2nc(-c3ccc(F)c(C)c3)cs2)n1	8	2	4	1	10	-13	-15	-3	11
COc1ccccc1NS(=O)(=O)c1cccc(C(=O)N2CCN(C(=O)c3ccco3)CC2)c1	1	0	-21	3	5	/	2	3	0
CCc1c(C(=O)NC(C)C2CCCO2)csc1C (stereo not given)	-4	4	-8	8	9	-5	-2	3	-1
O=C(/C=C/c1cc([N+](=O)[O-])ccc1OC(F)F)NCc1ccc(Cl)cc1	21	-5	11	-1	16	0	6	0	8
O=C1CCCC(=NNC(=O)c2cc3ccccc3cc2O)C1	7	22	/	3	15	/	/	/	21
CCOC(=O)/C(C#N)=N/Nc1c(C)n(C)n(-c2ccccc2)c1=O	/	/	-1	/	-1	10	3	1	1
Cc1nc(NC(=O)/C=C/c2ccccc2)sc1C(=O)Nc1ccc(Cl)cc1	-3	-7	4	0	-3	16	-13	-8	-3
COc1ccc(-c2csc(NC(=O)CN3C(=O)CCC3=O)n2)cc1OC	1	5	2	-1	-2	-5	-5	-2	0
CCC(=O)NNC(=O)CSc1nnc(-c2ccccc2)c(-c2ccccc2)n1	8	3	-8	8	11	-7	-6	-3	7
CCN(CC)c1ccc(N2C(=NC(=O)C3CC3)SC3CS(=O)(=O)CC32)cc1 (stereo not given)	2	1	0	1	19	-5	-1	-1	-2
COc1cccc(NC(=O)CN(C)CC(=O)NCC(=O)Nc2ccc(F)cc2)c1	3	8	/	9	15	/	/	/	0

Entries above with a furan ring, fused or not:
canonical_smiles	PAFAH1B2 FP inh	PAFAH2 inh	ZTA DNA inh	PAFAH1B3 FP inh	PREPL inhibitor	EBNA-1 inh	LYPLA2 inh	LYPLA1 counter	pPAFAH inh
Cc1oc(S(=O)(=O)N2CCCC2)cc1C(=O)Nc1ccccc1	-1	3	0	-2	5	4	3	1	4
Cc1cc(C(=O)OC(C)C(=O)NC2CCCCC2C)c(C)o1 (stereo not given)	4	4	-3	3	1	0	-3	1	3
CCOC(=O)c1ccc(NC(=O)NC2CC3CCC(C2)N3Cc2nnnn2Cc2ccco2)cc1 (stereo not given)	-4	-7	-4	7	-6	-3	6	-2	3
COc1ccccc1NS(=O)(=O)c1cccc(C(=O)N2CCN(C(=O)c3ccco3)CC2)c1	1	0	-21	3	5	/	2	3	0

Continued.
| smiles | PAFAH1B2 FP inh | PAFAH2 inh | ZTA DNA inh | PAFAH1B3 FP inh | PREPL inhibitor | EBNA-1 inh | LYPLA2 inh | LYPLA1 counter | pPAFAH inh |
| --- | --- | --- | --- | --- | --- | --- | --- | --- | --- |
| Cc1cc(C)n(CC(O)COc2c(C)cccc2C)n1 (stereo not given) | -1 | 7 | 5 | -1 | -2 | 3 | 3 | 0 | 1 |
| Cc1cc(N)n(-c2nc3ccccc3s2)n1 | 1 | 3 | -11 | 11 | 23 | 5 | 6 | 2 | 4 |
| COc1ccc(Oc2nnc(-c3ccc(C)cc3)c3ccccc23)cc1 | -4 | 1 | -6 | 3 | 15 | -8 | 1 | -3 | -1 |
| Cc1nn(C(C)(C)C)c(OC(=O)c2ccco2)c1Sc1ccccc1 | 4 | 5 | 2 | 9 | 14 | 8 | -1 | 1 | 4 |
| Cc1ccc(OCC(=O)NNC(=O)C2CCN(c3ncnc4sc(C)c(C)c34)CC2)cc1 | -1 | -2 | 2 | -6 | -4 | -5 | -3 | 0 | 5 |
| O=C(O)c1cc2n(n1)C(C(F)(F)F)CC(c1ccco1)N2 (stereo not given) | 4 | -1 | 2 | 6 | 2 | -4 | 5 | -1 | 2 |
| COc1ccc(C(O)(CCN2CCCCC2)C2CCCCC2)cc1 (stereo not given) | 4 | -3 | 7 | 5 | -29 | -2 | -1 | -2 | 0 |
| COc1ccc(CNC(=O)c2ccc(NS(=O)(=O)c3c(C)noc3C)cc2)cc1 | 7 | -4 | -18 | 3 | 12 | 6 | 3 | 2 | -1 |

Profiles, quoted from the list. Screens in order: PAFAH1B2 FP inh, PAFAH2 inh, ZTA DNA inh, PAFAH1B3 FP inh, PREPL inhibitor, EBNA-1 inh, LYPLA2 inh, LYPLA1 counter, pPAFAH inh
COc1ccc(-c2csc(NC(=O)CN3C(=O)CCC3=O)n2)cc1OC as listed: 1, 5, 2, -1, -2, -5, -5, -2, 0
COc1ccccc1NS(=O)(=O)c1cccc(C(=O)N2CCN(C(=O)c3ccco3)CC2)c1 as listed: 1, 0, -21, 3, 5, /, 2, 3, 0

Next compounds follow:
| smiles | PAFAH1B2 FP inh | PAFAH2 inh | ZTA DNA inh | PAFAH1B3 FP inh | PREPL inhibitor | EBNA-1 inh | LYPLA2 inh | LYPLA1 counter | pPAFAH inh |
| --- | --- | --- | --- | --- | --- | --- | --- | --- | --- |
| C/C(CC(=O)NCc1ccco1)=N\NC(=O)Cc1ccc(-c2ccccc2)cc1 | -1 | -10 | 19 | -1 | -33 | 6 | -7 | -1 | 1 |
| Cn1ncc(Cl)c1C(=O)NCc1cc(C(C)(C)C)n[nH]1 | -1 | 2 | 5 | 9 | 4 | -4 | 6 | 0 | 1 |
| C[C@H](CO)N1C[C@H](C)[C@@H](CN(C)S(=O)(=O)c2cccs2)Oc2ccc(NC(=O)C3CC3)cc2C1=O | 13 | 9 | / | 4 | 1 | / | / | / | 0 |
| O=C(N/N=C/C=C/c1ccccc1)c1cccnc1 | 5 | 3 | 3 | 7 | 20 | 0 | -3 | -3 | -1 |
| Cn1cnc2cc(NC(=O)c3ccco3)ccc21 | -6 | 1 | -1 | 0 | 12 | -7 | 4 | -1 | 8 |
| O=C(Nc1ccccc1N1CCCC1)C1CCN(S(=O)(=O)c2ccccc2C(F)(F)F)CC1 | 6 | 11 | 9 | 1 | 1 | -9 | 5 | 4 | -1 |
| COc1ccccc1NC(=O)CSc1nnc(CNC(=O)c2ccccc2F)o1 | 2 | 4 | 6 | 2 | 8 | 1 | -3 | -4 | 2 |
| CC1=C(C(=O)OC(C)C)C(c2cccs2)NC(=S)N1 (stereo not given) | 5 | 0 | -13 | 2 | 0 | -7 | -2 | -4 | 7 |
| CN(C)c1ccnc2sc(C(=O)NCc3ccccc3)c(N)c12 | 1 | 1 | -9 | 4 | 15 | -14 | 3 | -2 | 3 |
| CCOc1ncccc1C(=O)OCc1ccc([N+](=O)[O-])cc1 | -7 | -6 | 12 | -2 | 12 | -1 | 6 | 3 | 2 |
| Cc1ccccc1OCCc1c(C)[nH]c(=S)[nH]c1=O | 2 | 5 | -1 | -3 | -6 | 0 | 4 | -2 | 1 |
| O=C(N[C@H]1C/C=C\C(c2cccc(F)c2)N(Cc2ccccc2)C(=O)C1)OCC1c2ccccc2-c2ccccc21 (stereo not given in full) | 3 | 7 | / | 3 | / | / | / | / | -1 |

Limited to pPAFAH inh, for 3 of the compounds above:
mol	pPAFAH inh
CCOc1ncccc1C(=O)OCc1ccc([N+](=O)[O-])cc1	2
Cc1ccccc1OCCc1c(C)[nH]c(=S)[nH]c1=O	1
O=C(N[C@H]1C/C=C\C(c2cccc(F)c2)N(Cc2ccccc2)C(=O)C1)OCC1c2ccccc2-c2ccccc21 (stereo not given in full)	-1

Bioassay records (PubChem)

Some of the compounds tested; rates above refer to the full screens.
